MITF TRPM1 inh = MITF TRPM1 promoter inhibition in SK-MEL-5 cells | inhibition, % at 12.5 µM | SK-MEL-5 TRPM1 promoter luciferase, 24 h | hit rate 0.83% among 330,000 | AID 488899;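 active = mean inhibition across replicates of 60% or more, whatever share of single replicates reaches that level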; also: values of inactives mirror those of a sister screen read the other way
TWEAK Fn14 block = inhibitors of TWEAK-Fn14 interaction signaling; TWEAK-stimulated Fn14 reporter cells, luciferase luminescence, 8 h; inhibition, % at 10 µM; hit rate 2% among 360,000; in the data active = inhibition above about 50%
Peg3 promoter = Peg3 promoter activity inhibition. hit rate 1.7% among 360,000. HeLa PEG-Prom luciferase reporter, luminescence, overnight. inhibition, % at 20 µM;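 active = inhibition of at least 50% at 20 µM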
CF NFkB block = blocks PAF-induced NF-kB reporter in cystic fibrosis cells. hit rate 0.86% among 360,000. KKLEB NF-kB-GFP reporter, GFP fluorescence overnight. inhibition, % at 5 µM;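 active = at least 50% inhibition at 5 µM, scaled per plate between neutral and stimulator controls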;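 also: PAF is a Pseudomonas aeruginosa culture filtrate used as stimulus; plate controls were PAF-stimulated DMSO wells for no effect and unstimulated DMSO wells for full effect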
TRAIL sens C8 = sensitizes caspase-8 expressing cells to TRAIL | hit rate 1% among 360,000 | NB7+C8 cells + TRAIL, ATPlite viability luminescence | inhibition (viability loss, TRAIL sensitization), % at 10 µM;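 active = compounds causing at least 50% loss of cell viability in the single-dose screen, relative to plate controls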
HIF-2a block = blocks HIF-2a reporter activity | 786-0 RCC cells HIF-2a reporter, luciferase luminescence, overnight | inhibition, % at 18.8 µM | hit rate 0.72% among 360,000;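 active = inhibition of the luminescence signal of 40% or more relative to plate controls, in a single-dose primary screen at 18.75 µM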
NR2E3 ag-1 = agonists of human nuclear receptor NR2E3; GST-NR2E3/biotin-RetCOR TR-FRET, 1536-well; inhibition of corepressor binding, % at 4.78 µM; hit rate 0.12% among 320,000; AID 2300;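 active = percent inhibition above the cutoff of mean plus 3 SD of all tested compounds, set per screening campaign, cut at about 20% in these data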;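 also: 0% = DMSO wells and 100% = biotin wells as full block of FRET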
Target sequence (Q9Y5X4 whole entry, looked up): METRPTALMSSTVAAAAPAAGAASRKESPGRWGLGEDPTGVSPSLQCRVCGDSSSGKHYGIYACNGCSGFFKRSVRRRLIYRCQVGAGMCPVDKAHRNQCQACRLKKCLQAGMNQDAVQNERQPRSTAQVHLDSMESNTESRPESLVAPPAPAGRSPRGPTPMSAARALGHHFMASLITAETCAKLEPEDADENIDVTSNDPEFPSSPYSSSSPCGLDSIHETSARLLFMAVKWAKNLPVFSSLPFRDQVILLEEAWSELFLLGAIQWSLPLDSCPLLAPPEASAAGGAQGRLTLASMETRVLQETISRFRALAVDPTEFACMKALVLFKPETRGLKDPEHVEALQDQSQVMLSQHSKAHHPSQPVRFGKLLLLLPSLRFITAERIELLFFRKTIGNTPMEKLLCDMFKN
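Test system – NR2E3–RetCOR corepressor complex · Quantity – NR2E3 fusion 1.35 nM · Buffer or medium – Tris pH 7.5 · Incubation – Compound–protein incubation for 5 h at 4 °C · Technique – TR-FRET, Eu(K)-anti-GST donor, streptavidin-D2 acceptor, ex 340, em 617/671 nm · Evaluation – percent inhibition of 671/617 nm emission ratio versus biotin and DMSO controls · Plate – 1536-well format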
NR2E3 ag-2 = agonists of human NR2E3 nuclear receptor; Q9Y5X4; CHO-S Gal4-NCOR/VP16-NR2E3 two-hybrid, luciferase; inhibition of corepressor binding, % at 3.98 µM; hit rate 0.35% among 360,000; AID 602229;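 active = inhibition above the mean of all tested compounds plus 3 SD, cut at about 70% in these data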;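 also: 0% = DMSO with NR2E3 transfected cells and 100% = cells lacking NR2E3 construct; higher means lower luciferase signal from less NR2E3 corepressor binding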
Shn3 inh set2 = Schnurri-3 reporter inhibition in Clone20 osteoblasts; Clone20 osteoblast Shn3 3'UTR firefly luciferase, 24 h; inhibition, % at 12.5 µM; hit rate 0.52% among 360,000; AID 588674;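 active = mean inhibition of at least 75% with every replicate also reaching 75%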;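 also: 0% = median of neutral control wells and 100% = pilot-screen positive control compound; some compounds past the cut are filed as inactive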
TROY NFkB inh = blocks TROY-dependent signaling in reporter cells; inhibition, % at 10 µM; hit rate 0.98% among 360,000; Q293 LMP1-TROYcd NF-kB luciferase reporter, 4 h;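 active = compounds whose plate-normalised and pattern-corrected inhibition of the luciferase reporter signal at the single screening dose is 50% or more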
KKLEB cytotox = reduces viability of KKLEB cystic fibrosis airway cells; KKLEB CF airway cells viability, ATPlite luminescence, overnight; active compounds read low; cells stimulated with P. aeruginosa culture filtrate; activity change (cytotoxicity), % at 5 µM; hit rate 0.36% among 360,000;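 active = corrected activity change at or below -50% at 5 µM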
Numbers without * were called inactive; . = no result given. An excerpt; the hit share may differ from the screen's.

cpd	SMILES	MITF TRPM1 inh	TWEAK Fn14 block	Peg3 promoter	CF NFkB block	TRAIL sens C8	HIF-2a block	NR2E3 ag-1	NR2E3 ag-2	Shn3 inh set2	TROY NFkB inh	KKLEB cytotox
1	NC(=O)C1CCCN(C(=S)Nc2cccc3ccccc23)C1 (stereo not given)	-10.5	8.0	-27.2	-11.2	-16.6	-0.2	-1.1	-33.8	17.8	5.8	1.2
2	O=C(c1ccc(Cl)cc1)N1CCN(C(=O)c2ccco2)CC1	17.2	-14.9	-5.7	-8.1	-9.4	14.0	-0.6	-39.7	-6.4	6.5	7.0
3	COc1ccc(-c2c[n+]3c(n2-c2c(C)n(C)n(-c4ccccc4)c2=O)CCCCC3)cc1	-0.2	-2.8	-2.1	-13.1	-0.4	5.3	0.7	-6.6	-6.2	10.5	-3.6
4	Cc1onc(-c2ccccc2Cl)c1C(=O)Nc1ccccc1C(N)=O	8.4	-10.6	21.3	0.8	10.1	6.3	-2.1	8.0	25.5	12.6	-5.2
5	Cc1ccc(-c2nn(-c3ccccc3)cc2C(=O)N2CCOCC2)cc1C	-4.3	-12.3	18.3	0.7	-3.0	5.2	2.4	-13.8	-4.0	4.9	-5.8
6	COc1ccc(-c2cc(C(=O)Nc3c(C)nn(Cc4ccccc4Cl)c3C)no2)cc1OC	-18.6	-6.0	5.8	-1.9	-4.3	-3.2	5.5	13.1	17.8	-9.4	1.9
7	Cc1csc(C(=O)O)c1-n1cccc1	11.0	2.1	-4.5	-8.9	-6.8	13.5	-4.2	-23.9	7.0	12.3	0.1
8	CCC(C)(C)c1ccc(Oc2ccc(N)cc2)cc1	97.8*	100.8*	72.0*	-27.7	22.8	88.1*	.	60.9	88.2*	88.7*	3.6
9	CSc1cccc(NC(=S)Nc2ccc(F)cc2)c1	-16.4	29.4	-64.6	-9.1	-28.9	-147.7	2.7	-30.8	31.1	35.1	-1.0
10	COc1cccc(-n2cnc3sc(C)cc3c2=O)c1	-18.8	17.5	13.6	12.6	9.6	0.2	2.3	-34.6	-7.4	-12.3	3.7
11	COc1ccc(O)c(-c2cc(C(F)(F)C(F)F)nc(-c3ccccc3)n2)c1	-17.6	14.6	9.8	14.8	-6.2	14.7	-0.3	-33.5	2.9	6.1	-14.7
12	Cc1cc(OCC(=O)Nc2cc(S(=O)(=O)N3CCOCC3)ccc2N2CCCC2)ccc1C(C)C	4.5	-17.2	19.7	10.2	3.4	-8.8	-1.8	-5.7	39.1	5.1	-15.5
13	CCN(CC)C(=O)C1=C(C)N(CCCN2CCCC2=O)C(=O)C(CC(=O)NCCCCc2ccccc2)C1 (stereo not given)	.	15.9	1.0	-2.9	-9.2	1.9	.	15.3	-26.4	-0.7	-5.3
14	CCOC(=O)C1=C(O)C(=O)NC(c2ccccc2)=C(OC2CCCCC2)C1	1.2	11.9	9.7	10.0	-8.5	13.6	-1.9	-29.4	21.3	-0.4	3.6
15	O=C1NC(=O)C(Cc2ccc(O)cc2)N1 (stereo not given)	-1.4	1.9	1.2	31.0	-6.3	4.2	.	-1.3	-17.6	-5.5	-6.3
16	Cn1c(N)c(C(=O)COC(=O)c2ccc([N+](=O)[O-])o2)c(=O)n(C)c1=O	21.1	0.1	20.4	21.1	13.1	3.8	-1.3	-1.5	-17.5	17.6	0.2
17	COc1ccccc1CNC(=O)COC(=O)C1CCN(S(=O)(=O)c2c(Cl)cccc2Cl)CC1	9.2	-33.4	-3.0	-3.6	-12.9	5.1	.	15.8	-11.8	3.0	7.2
18	CCN(CC1CCCN(CCc2cccc(OC)c2)C1)C(=O)c1ccoc1 (stereo not given)	4.0	3.6	9.5	6.5	-5.3	8.8	0.2	-42.0	44.5	-8.3	-10.7
19	CCN1CCN(S(=O)(=O)c2c[nH]c(C(=O)OC)c2)CC1	.	1.9	-3.2	-9.4	19.6	2.6	3.0	-9.6	-4.4	-3.8	9.2
20	COc1ccccc1NC(=O)c1ccc(Cl)c(S(=O)(=O)N2CCCCC2)c1	-6.2	-3.2	-2.5	11.8	8.8	-12.2	0.9	6.2	-11.5	9.2	-7.2

The list continues.
cpd	SMILES	MITF TRPM1 inh	TWEAK Fn14 block	Peg3 promoter	CF NFkB block	TRAIL sens C8	HIF-2a block	NR2E3 ag-1	NR2E3 ag-2	Shn3 inh set2	TROY NFkB inh	KKLEB cytotox
21	Cc1cccc(Cn2c(SCCO)nc3c2c(=O)n(C)c(=O)n3C)c1	7.0	11.1	24.2	-7.3	-7.6	15.3	2.0	-2.3	23.9	.	-6.4
22	Cc1ccc(S(=O)(=O)N2CCN(C(=O)c3ccccn3)CC2)c(C)c1	12.8	0.8	10.3	-0.2	-2.8	29.3	1.2	8.9	-18.2	2.9	3.8
23	COc1ccccc1-c1noc2ncnc(Nc3ccccc3C)c12	11.8	-19.5	-2.0	-4.3	-20.3	11.8	2.1	-14.3	-11.5	-11.2	-5.5
24	O=C(c1ccc(O)cc1)c1ccc(O)cc1O	1.7	-5.1	-8.7	13.2	-6.5	17.6	-0.1	-14.6	-3.8	-9.9	3.2
25	O=C(COc1ccc(/C=N/NC(=O)c2ccc(O)cc2)cc1)Nc1cccc([N+](=O)[O-])c1	.	-10.7	6.1	7.9	1.8	-2.4	-4.1	1.9	-14.6	-16.8	3.1
26	COc1cccc(C(=O)OCC(=O)NCC2CCCO2)c1 (stereo not given)	-4.1	12.5	2.2	-13.6	-7.6	2.8	.	-30.3	-5.2	-13.6	17.5
27	CCOC(=O)N/N=C/c1ccc(N(CC)CC)cc1O	-29.3	-53.4	-201.5	10.2	-10.9	-174.2	-5.9	-68.0	-55.1	-32.1	-11.7
28	C=C1CCN(C(Cc2ccccc2)C(=O)OC)S(=O)(=O)c2ccc(F)cc21 (stereo not given)	.	4.8	3.3	8.1	19.1	3.2	3.4	-29.0	0.0	-13.4	-19.0
29	COc1ccc2cc(CN(CC3CCCO3)S(=O)(=O)c3ccccc3Cl)c(=O)[nH]c2c1 (stereo not given)	-2.3	-7.0	13.3	-5.0	14.5	-0.7	-0.5	1.4	5.9	-24.7	-1.7
30	O=C(NCc1ccc2c(c1)CCO2)Nc1cccc(C(F)(F)F)c1	1.1	-15.7	2.2	10.7	-0.7	-4.9	5.0	10.3	-3.3	-5.1	-4.3
31	CN1c2ccccc2C(=O)/C(=C\Nc2ccc(F)cc2)S1(=O)=O	-10.9	-7.2	18.7	16.1	6.5	2.1	1.8	5.0	9.3	0.6	3.8
32	O=C(O)CSc1c2c(nc3cc(C(=O)Nc4ccc(F)c(Cl)c4)ccc13)CCCC2	8.6	-7.2	0.8	22.1	1.0	11.9	0.2	-4.6	14.4	9.1	1.5
33	Cc1ccc(NC2=C(Cl)C(=O)OC2OC(=O)c2ccco2)cc1C (stereo not given)	2.0	33.8	-3.8	-21.4	10.1	13.0	0.5	-39.1	-10.8	-7.0	1.7
34	COc1ccccc1NS(=O)(=O)c1cccc(NC(=O)c2nn(C)c(=O)c3ccccc23)c1	14.7	34.1	30.2	-54.6	13.1	16.6	-1.5	31.5	41.2	13.4	-16.7
35	C=CC[n+]1c(-c2ccc(Cl)cc2Cl)csc1Nc1c(C)n(C)n(-c2ccccc2)c1=O	20.1	23.4	8.3	-12.0	30.6	14.8	-0.5	43.2	76.0	24.1	11.2
36	Nc1nonc1C(=O)N/N=C/c1ccncc1	-2.9	-15.0	2.3	-5.9	-3.8	0.9	4.3	-12.4	0.0	-28.0	1.5
37	CSCCC(NC(N)=O)C(=O)Nc1ccc2ccccc2c1 (stereo not given)	-6.3	-17.9	-24.8	-11.3	-0.7	-14.0	1.0	5.4	-12.3	-12.9	12.2
38	CCSc1ccccc1C(=O)Nc1cccnc1	1.5	8.2	11.2	1.4	-17.9	-3.4	-0.9	-7.3	1.4	-10.5	5.9
39	CCCCn1c(=O)n(C)c(=O)c2c3c(sc21)COC(C)(C)C3	7.6	11.3	12.7	9.7	2.2	3.7	0.7	-9.8	-9.7	-1.8	-10.3
40	Nc1cc(=O)[nH]c(SCC(=O)Nc2cc(S(=O)(=O)N3CCCCCC3)ccc2Cl)n1	6.7	-5.2	-2.4	4.3	-13.2	2.8	.	-7.5	11.6	-2.1	-1.8

(further entries)
cpd	SMILES	MITF TRPM1 inh	TWEAK Fn14 block	Peg3 promoter	CF NFkB block	TRAIL sens C8	HIF-2a block	NR2E3 ag-1	NR2E3 ag-2	Shn3 inh set2	TROY NFkB inh	KKLEB cytotox
41	COc1ccc(/C=C/C(=O)NC(=S)N2CCN(C)CC2)cc1	-10.6	5.0	1.0	-10.6	3.3	-4.3	2.3	1.2	1.1	10.2	-1.6
42	COC(=O)c1ccc2nc(-c3cccc(Br)c3)c(Cc3ccccc3)n2c1	.	-6.1	.	.	12.7	-22.9	.	-34.0	.	-32.5	.
43	CCOC(=O)c1cn2nc(Oc3ccccc3)ccc2n1	-69.7	0.2	-208.6	3.5	-0.4	-222.1	2.7	-81.0	-23.0	-37.2	2.6
44	CC1(C)CC(=O)C2=C(C1)NC(=O)CC2	.	2.0	-4.2	0.8	-16.8	6.7	.	-0.6	-4.9	-8.2	-13.1
45	O=C(NCC(F)(F)F)Nc1cccnc1	2.9	-3.7	8.1	8.8	-9.2	-2.7	-0.8	2.5	-8.2	-1.3	-2.0
46	O=C(NCCc1nc(-c2ccccc2Cl)no1)C1CCCCC1	-0.8	5.5	-15.0	12.3	7.1	-15.2	5.2	-4.6	-18.1	-13.6	-13.9
47	CCOc1ccc(N(CC(=O)N2CCc3ccccc32)S(=O)(=O)c2c(C)noc2C)cc1	19.9	0.2	13.1	9.6	15.8	3.5	2.5	-19.3	-7.4	-8.1	-1.6
48	COc1ccc(N(CC(=O)NCc2ccco2)S(C)(=O)=O)cc1OC	7.0	-14.8	1.3	-5.1	-2.5	10.7	-1.1	-14.9	14.1	-5.3	2.2
49	CN(c1ccccc1)S(=O)(=O)c1ccc(NC(=O)c2ccccc2C(=O)O)cc1	-1.3	16.2	6.5	-8.1	-0.2	7.7	1.7	10.6	5.8	-1.8	1.3
50	O=C(C[C@H]1C/C=C\CC[C@@H](Cc2ccc(F)cc2)C(=O)OC[C@H]2CCCN2C1=O)NCCO	-0.1	13.0	4.2	-3.4	-11.6	20.8	.	-15.1	-6.8	-11.6	-8.5
51	CCOc1ccc(NC(=O)CN(C)C(=O)c2ccccc2-n2cnnn2)cc1OCC	17.9	-13.1	7.7	-9.7	10.3	24.1	3.7	21.7	-1.5	14.9	6.2
52	Cc1ccc(/C=C2\CCn3c2nc2cc(C(=O)O)ccc2c3=O)c(C)c1	-13.4	-6.2	9.8	-5.6	6.0	6.0	2.7	-31.3	-1.8	-7.8	4.8
53	c1ccc(C(c2nnnn2Cc2ccco2)N2CCN(C3CCCC3)CC2)cc1 (stereo not given)	-13.6	-8.8	-9.3	-0.9	11.7	7.8	-1.4	-4.0	13.7	12.5	5.7
54	O=CNc1cc(-c2cccc(F)c2)cn2c(-c3ccc(F)cc3)cnc12	.	17.9	15.9	-23.9	3.5	-93.8	.	-5.0	27.4	10.7	-10.8
55	CCCCn1c(SCC(=O)NC2CC(C)(C)NC(C)(C)C2)nc2cc(S(N)(=O)=O)ccc21	-3.6	2.0	-5.5	29.1	-37.0	16.6	-0.5	-18.2	5.0	-9.7	-11.1

Source: PubChem (several laboratories)
